# MT1-MMP act inh: blocks activation of human MT1-MMP; hit rate 0.061% among 360,000; HT1080 RFP-PRO-GFP cells, GFP/RFP ratio fluorescence, overnight; percent of plate control window, DMSO zero; GFP/RFP ratio change, % at 20 µM;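 active = GFP/RFP ratio change of at least 30% with cell ATP level not reduced by more than half and red fluorescence within 50% of control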; also: strong numbers were not always called active
#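 Test system: HT1080 RFP-PRO-GFP cells; Benchmarks: DMSO and RFP-L50D-GFP cell wells; Timing: cells overnight before dosing, compound overnight, 37 °C, 5% CO2; Compound: one 20 µM compound dose with 1% DMSO; Read-out: GFP/RFP fluorescence ratio.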
# eLon inh: E. coli protease La inhibition; P0A9M0; purified E. coli Lon protease, fluorescence polarization; inhibition, % at 7.94 µM; hit rate 0.42% among 360,000; AID 602123; in the data active = inhibition above about 13%, passing the limit was not always enough;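 also: 0% = enzyme with probe and DMSO and 100% = no enzyme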
# FAS TE block: blocks the thioesterase domain of human fatty acid synthase. inhibition, % at 15 µM. AID 602261. recombinant FAS-TE, OMFH fluorogenic substrate, fluorescence endpoint. hit rate 0.67% among 360,000;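 active = compounds whose normalised, plate-corrected inhibition of enzyme fluorescence in the single-dose primary screen is 50% or more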;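 also: 0% = DMSO with enzyme and 100% = substrate without enzyme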
# Target sequence (P49327 whole entry, looked up, the tested form may be a part): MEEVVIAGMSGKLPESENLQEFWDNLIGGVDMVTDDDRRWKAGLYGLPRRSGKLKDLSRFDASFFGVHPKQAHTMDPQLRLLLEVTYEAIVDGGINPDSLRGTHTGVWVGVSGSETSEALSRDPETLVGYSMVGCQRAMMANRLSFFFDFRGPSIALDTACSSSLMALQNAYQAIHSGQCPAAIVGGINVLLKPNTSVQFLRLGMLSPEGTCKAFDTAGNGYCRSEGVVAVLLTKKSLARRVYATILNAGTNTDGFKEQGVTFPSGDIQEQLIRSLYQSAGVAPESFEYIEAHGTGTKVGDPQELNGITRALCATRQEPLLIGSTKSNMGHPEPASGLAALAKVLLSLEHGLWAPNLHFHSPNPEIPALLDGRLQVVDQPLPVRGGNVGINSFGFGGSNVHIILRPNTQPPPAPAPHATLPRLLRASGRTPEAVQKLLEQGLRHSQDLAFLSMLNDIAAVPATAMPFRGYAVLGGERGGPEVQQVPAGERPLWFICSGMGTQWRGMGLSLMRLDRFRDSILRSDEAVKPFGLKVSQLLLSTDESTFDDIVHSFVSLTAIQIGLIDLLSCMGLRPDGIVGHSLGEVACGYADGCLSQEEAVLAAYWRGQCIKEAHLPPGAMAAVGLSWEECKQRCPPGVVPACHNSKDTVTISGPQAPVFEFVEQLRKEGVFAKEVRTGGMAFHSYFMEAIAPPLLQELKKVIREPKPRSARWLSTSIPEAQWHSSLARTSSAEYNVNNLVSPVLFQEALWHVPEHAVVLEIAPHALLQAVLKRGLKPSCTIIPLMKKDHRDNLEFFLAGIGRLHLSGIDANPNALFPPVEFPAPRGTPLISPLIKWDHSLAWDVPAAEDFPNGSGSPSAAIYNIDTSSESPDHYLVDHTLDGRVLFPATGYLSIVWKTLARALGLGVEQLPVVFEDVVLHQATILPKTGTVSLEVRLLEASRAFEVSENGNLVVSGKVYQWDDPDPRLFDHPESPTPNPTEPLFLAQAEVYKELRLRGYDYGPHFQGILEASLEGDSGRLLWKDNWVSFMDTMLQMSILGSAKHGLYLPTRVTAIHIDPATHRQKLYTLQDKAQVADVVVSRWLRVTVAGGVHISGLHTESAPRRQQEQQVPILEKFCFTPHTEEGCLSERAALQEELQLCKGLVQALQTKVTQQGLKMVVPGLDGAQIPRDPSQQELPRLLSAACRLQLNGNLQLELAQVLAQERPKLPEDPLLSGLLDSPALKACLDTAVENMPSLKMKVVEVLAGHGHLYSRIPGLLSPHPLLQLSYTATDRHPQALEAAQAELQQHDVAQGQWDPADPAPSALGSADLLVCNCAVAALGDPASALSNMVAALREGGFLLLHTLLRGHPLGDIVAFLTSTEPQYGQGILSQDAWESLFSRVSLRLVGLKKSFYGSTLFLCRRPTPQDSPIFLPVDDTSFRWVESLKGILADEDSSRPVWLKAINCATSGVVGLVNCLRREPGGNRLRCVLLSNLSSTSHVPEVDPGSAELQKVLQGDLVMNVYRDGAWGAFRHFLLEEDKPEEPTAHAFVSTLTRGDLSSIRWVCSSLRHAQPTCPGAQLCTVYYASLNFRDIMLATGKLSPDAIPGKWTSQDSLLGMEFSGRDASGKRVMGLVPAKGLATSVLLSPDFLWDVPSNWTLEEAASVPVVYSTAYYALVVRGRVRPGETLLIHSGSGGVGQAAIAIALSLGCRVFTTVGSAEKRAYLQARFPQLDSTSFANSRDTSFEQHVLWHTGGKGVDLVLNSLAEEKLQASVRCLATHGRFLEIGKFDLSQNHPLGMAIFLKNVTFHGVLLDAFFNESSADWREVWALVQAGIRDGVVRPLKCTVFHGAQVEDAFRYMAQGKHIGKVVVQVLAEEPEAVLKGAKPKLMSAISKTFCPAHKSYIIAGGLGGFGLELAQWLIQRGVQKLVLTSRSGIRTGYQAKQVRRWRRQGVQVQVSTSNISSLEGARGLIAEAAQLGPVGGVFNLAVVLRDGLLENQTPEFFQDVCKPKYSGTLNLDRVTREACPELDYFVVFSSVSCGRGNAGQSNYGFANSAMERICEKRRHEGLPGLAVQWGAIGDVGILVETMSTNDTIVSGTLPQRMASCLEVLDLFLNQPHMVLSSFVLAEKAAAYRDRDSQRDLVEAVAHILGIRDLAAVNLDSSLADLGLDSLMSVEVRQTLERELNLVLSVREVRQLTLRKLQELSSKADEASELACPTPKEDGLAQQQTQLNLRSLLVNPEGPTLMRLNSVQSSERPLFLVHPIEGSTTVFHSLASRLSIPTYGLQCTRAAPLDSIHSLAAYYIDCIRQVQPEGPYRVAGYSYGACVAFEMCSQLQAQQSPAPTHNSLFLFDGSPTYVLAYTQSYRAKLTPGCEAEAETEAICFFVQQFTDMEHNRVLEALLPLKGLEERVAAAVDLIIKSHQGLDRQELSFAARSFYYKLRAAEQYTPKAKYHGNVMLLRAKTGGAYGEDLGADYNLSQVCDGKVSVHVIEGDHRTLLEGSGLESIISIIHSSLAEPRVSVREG
# MsrA act: activates bovine MsrA enzyme | purified bovine MsrA, absorbance read-out | activation, % at 10.6 µM | hit rate 0.3% among 360,000; in the data active = activation above about 7.5%;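 also: 0% = vehicle and 100% = reference activator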
# MsrA inh: inhibitors of bovine MsrA. hit rate 0.75% among 360,000. inhibition, % at 15.5 µM. purified bovine MsrA, absorbance read-out. AID 651718; in the data active = inhibition above about 4.5%;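 also: 0% = vehicle wells with enzyme and 100% = reference inhibitor wells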
# CSN inh: inhibitors of human CSN-mediated cullin deneddylation | hit rate 0.38% among 360,000 | AID 651999 | inhibition, % at 12.5 µM | Q92905 | Purified CSN, SCF-Nedd8-OG deneddylation, fluorescence polarization;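 active = pattern-corrected inhibition above about 35%, with an unprinted fluorescence ratio check between 0.5 and 1.5, limit read from the data, passing the limit was not always enough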;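 also: 0% = enzyme with substrate and 100% = substrate without enzyme; some results filed as inactive read as strong as hits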
#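 Test system: purified human Csn5 enzyme expressed in HEK293T cells. Amount: 0.24 nM enzyme. Reagent: SCFSkp2-Nedd8OG substrate at 10 nM final. Schedule: 90 min incubation of compound, enzyme and substrate at room temperature. Detection: fluorescence polarization. Read-out: % inhibition of substrate cleavage by Csn5.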
# PABP1 MLLE inh: inhibitors of microRNA-mediated deadenylation, human PABP1 MLLE binding; P11940; GST-MLLE / FITC-PAM2 fluorescence polarization; inhibition, % at 20 µM; hit rate 0.36% among 360,000; AID 588489; in the data active = inhibition above about 35%, passing the limit was not always enough;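 also: plate controls were DMSO wells with GST-MLLE for no effect and wells lacking GST-MLLE protein for full effect; some results filed as inactive read as strong as hits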
# Rpn11 inh: blocks the human proteasome subunit Rpn11; hit rate 0.59% among 360,000; calls only at 20 µM; human 26S proteasome, Ub4-pepOG fluorescence polarization; 20S core pre-blocked with epoxomicin; O00487;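 active = inhibition at 20 µM, scaled to each plate's controls, above about 33%, limit read from the data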
# Rin1-Abl PPI inh: blocks binding of human Rin1 to Abl. hit rate 0.4% among 360,000. TR-FRET Rin1/Abl binding, biochemical. inhibition, % at 7.35 µM; in the data active = inhibition above about 5%, passing the limit was not always enough
# An asterisk follows results filed as active; i = inactive; & = joins results of further samples.
SMILES,MT1-MMP act inh,eLon inh,FAS TE block,MsrA act,MsrA inh,CSN inh,PABP1 MLLE inh,Rpn11 inh,Rin1-Abl PPI inh
Cc1cc(C)n(-c2cc(-c3ccccc3)nc(C)n2)n1,1,-4,2,-5,1.3,0,0,i,-2
Cc1ccc(P(=O)(CSC(=N)N)c2ccc(C)cc2)cc1,6,10,0,-2,-1.1,3,28,i,0
CCCCn1c(N)c(N(CCOC)C(=O)CSCc2ccc(Cl)c(Cl)c2)c(=O)[nH]c1=O,-1,-1,4,-1,-0.6,0,12,i,1
COc1ccc(Cl)cc1NC(=O)CNc1ccccc1N1CCOCC1,1,-6,-6,-1,1.6,-3,-11,i,2
CCCOc1ccc(S(=O)(=O)NNC(=O)c2cc3ccccc3o2)cc1,4,-7,11,-4,0.1,-3,-8,i,1
Cc1occc1C(=O)NCCc1cccc(Cl)c1,-1,-1,-2,-3,-0.1,1,-1,i,-2
COc1cc(C(=O)NC(C)Cc2ccccn2)ccc1OC1CCN(C(C)=O)CC1 (configuration not stated),-4,-2,-4,1,-0.3,-2,-6,i,-1
Oc1ccc(Nc2ncnc3c2oc2ccccc23)cc1,-1,-5,-3,-2,2.8,1,-10,i,3
CCOC(=O)C1(C)CCCCCN1C(=O)c1ccc(OC)cc1 (configuration not stated),-2,3,-5,-4,-0.6,-4,4,i,-1
Cc1ccc(NC2CCCN(C(=O)CCCN3CCCCC3=O)C2)cc1C (configuration not stated),0,-3,-4,-2,-0.7,0,0,i,1
O=C(c1ccccc1)c1c(O)cc(-c2ccccc2)oc1=O,4,-8,-14,-11,2.4,-6,18,i,2
Cc1nn(C)c(C)c1CN(Cc1nc(CCC(C)C)no1)C(C)C,10,5,-6,-10,-0.3,2,-6,i,2
O=C(c1cc(COc2ccc(F)cc2Cl)on1)N1CCSCC1,0,-13,7,-4,-0.7,-3,-3,i,4
COc1ccc(C2(c3ccc(OC)cc3)NC(=O)N(CC(=O)NC3CCCC3)C2=O)cc1,-1,-7,5,-3,-0.8,0,-15,i,4
Cc1cncc(NCc2ccc3c(c2)OCO3)n1,0,-4,-2,-2,1.7,0,-8,i,-9
c1ccc2[nH]c(CN3CCCCC3)nc2c1,7,-3,-6,-1,-0.5,-2,-19,i,-1
C[C@@H]1CN([C@@H](C)CO)C(=O)c2cc(N(C)C)ccc2O[C@@H]1CN(C)S(C)(=O)=O,-1,-4,-8,-1,-1.4,-1,-3,i,-2
CC(C)CCNC(=O)c1onc(CSc2ccncc2)c1C(=O)NCCC(C)C,-11,-15,8,-4,0.0,-3,-7,i,3
Cc1ccc(CN2CCN(Cc3cnn(-c4ccc(F)cc4)c3)CC2CCO)o1 (configuration not stated),6,-5,-11,-3,-0.1,2,-5,i,3
Fc1cccc(Nc2ncnc3c2cnn3-c2ccccc2)c1,-6,2,14,-6,0.8,5,17,i,-3
COc1cccc(C(=O)NCC(=O)N/N=C/c2cn[nH]c2-c2ccccc2)c1,-2,2,-4,-6,-0.2,3,10,i,2
CCOc1ccc2nc(NCCNC(=O)Nc3ccccc3)c(C#N)cc2c1,-3,-11,-11,-2,0.1,6,7,i,1
O=C(O)c1cccc(OS(=O)(=O)c2cc(Br)ccc2Br)c1,-3,3,-4,-2,1.5,1,2,i,0
O=C(c1ccc(S(=O)(=O)Nc2ccccc2F)cc1)N1CCC1,-1,-6,-4,-5,-0.2,-2,1,i,-2
COc1cccc(NS(=O)(=O)c2cc3c4c(c2)CCC(=O)N4CCC3)c1,2,-5,-52,-1,-1.0,1,-1,i,1
CSc1ccc(CN2CCCCCC2)cc1,1,-4,-2,-3,-0.2,5,-15,i,2
C=CCOC(=O)c1ccccc1C(=O)OCC=C,-3,3,-2,-5,-1.8,-2,3,i,0
Nc1ccn(-c2ncc(C(F)(F)F)cc2Cl)c(=O)n1,-7,-19,-6,-4,-1.1,-1,-58,i,-2
CC1(OC(=O)CCc2ccccc2)C(=O)C=C2C=C(c3ccc(C#N)cc3)N(Cc3ccccc3)C=C2C1=O (configuration not stated),2,-4,-5,-11,0.4,-2,-12,i,3
COc1cc(C(=O)OCCc2cc3ccccc3c(=O)o2)cc(OC)c1OC,-3,1,14,-10,-0.3,-3,-11,i,3
COc1ccc(S(=O)(=O)N2CCC(NC(=O)OCc3c(Cl)cccc3Cl)CC2)cc1,2,-1,18,-3,0.0,-2,3,i,1
CCCS(=O)(=O)N1CCCC(C(=O)NCCN2CCOCC2)C1 (configuration not stated),-1,-1,-9,1,0.7,1,19,i,5
O=C(CN1C(=O)c2cccnc2Oc2ccc(Cl)cc21)NC1CCCCC1,-3,7,23,-9,-0.6,-1,-9,i,-2
Cc1ccc(N(C(=O)Cn2nnc3ccccc32)C(C(=O)NCc2ccco2)c2cccnc2)cc1 (configuration not stated),-3,-4,-5,-1,-0.6,-1,11,i,2
O=C(NCCc1ccc2c(c1)OCCO2)c1ccccn1,0,0,-3,-3,-1.2,4,-13,i,4
COc1ccc(NCN2C(=O)C3C4C=CC(C4)C3C2=O)cc1 (configuration not stated),4,8,-7,-3,-0.3,1,6,i,3
Cn1cccc1C(=O)Nc1ccc(N2CCOCC2)cc1,-1,-6,-5,-8,0.3,1,2,i,1
COc1ccc(-n2cnnc2SCC(=O)Nc2cccc([N+](=O)[O-])c2)cc1,-3,-1,7,-3,-0.1,-9,0,i,0
O=S1(=O)NC(=NCc2ccco2)c2ccccc21,3,1,-9,-5,-0.1,7,-1,i,-2
CCCC(=NCC(=O)O)C1=C(O)C(C(=O)OC)C(C)(C)CC1=O (configuration not stated),1,-2,-6,0,0.4,-6,-7,i,6
Cc1ccc2c(c1)-c1ccccc1S(=O)(=O)N2,-5,-2,-4,-2,-0.3,-3,-8,i,1
Cc1ccccc1-n1c(Cn2c(=O)sc3ccccc32)nnc1SCC(=O)NCC1CCCO1 (configuration not stated),0,10,-4,-5,-0.2,3,-28,i,3
Cc1nc2cc(NC(=O)N3CC4(C)CC3CC(C)(C)C4)ccc2n1C (configuration not stated),0,-3,-6,-6,-0.5,0,-6,i,-3
O=C(Cn1nc(C(F)(F)F)cc1C1CC1)Nc1ccccc1F,3,4,-6,-3,-0.6,-5,-9,i,-1
S=C(NCCCc1ccccc1)NC1CCCCC1,2,-3,12,-3,0.2,8,-37,i,-1
O=C1c2ccccc2-c2c1cccc2C(=O)N1CCOCC1,5,-1,-4,-12,-0.2,-2,7,i,-3
O=C(O)c1cc(S(=O)(=O)N2CCN(C(c3ccccc3)c3ccccc3)CC2)ccc1Cl,-7,-13,-4,-3,-0.5,5,9,i,3
O=C(CCN1C(=O)C2C3C=CC(C3)C2C1=O)Nc1ccccn1 (configuration not stated),3,-11,-6,-3,0.6,-2,8,i,-4
CCC1CCc2sc(C(=O)NNC(=S)NCC3CCCO3)cc2C1 (configuration not stated),2,12,3,-5,-0.6,0,-15,i,0
CCCCOc1ccc(C(=O)NCC(=O)NC(C)CCc2ccccc2)cc1 (configuration not stated),-2,4,8,-2,1.0,5,-1,i,2
COC(=O)c1cccc(C(=O)Nc2cnc3ccccc3c2)n1,2,-7,-3,-4,2.1,0,-15,i,1
O=C(Nc1ccc2nsnc2c1)N1CCCCCC1,2,2,-3,1,1.5,-2,0,i,-6
O=C(O)c1cn(-c2ccc(N3CCCC3)c(F)c2)c2c(F)c(F)c(F)cc2c1=O,-8,-8,-20,-3,0.3,7,-3,i,-59
CCC(C)Sc1ccc(-c2nc3ccc(C)cn3c2NCc2ccccc2)cc1 (configuration not stated),2&9,-8&0,5&13,-3&-11,0.9&0.0,6&9,-26,i,1
COc1ccc(C)cc1NC(=O)c1nc2nc(C)cc(C)n2n1,8,-2,-5,-4,-0.6,2,14,i,-2

# Rewritten field by field: 2 of the compounds above
> O=C(O)c1cn(-c2ccc(N3CCCC3)c(F)c2)c2c(F)c(F)c(F)cc2c1=O
  MT1-MMP act inh: -8; eLon inh: -8; FAS TE block: -20; MsrA act: -3; MsrA inh: 0.3; CSN inh: 7; PABP1 MLLE inh: -3; Rpn11 inh: i; Rin1-Abl PPI inh: -59
> CCC(C)Sc1ccc(-c2nc3ccc(C)cn3c2NCc2ccccc2)cc1 (configuration not stated)
  MT1-MMP act inh: 2&9; eLon inh: -8&0; FAS TE block: 5&13; MsrA act: -3&-11; MsrA inh: 0.9&0.0; CSN inh: 6&9; PABP1 MLLE inh: -26; Rpn11 inh: i; Rin1-Abl PPI inh: 1

# By substructure, the entries above with a halogen
SMILES,MT1-MMP act inh,eLon inh,FAS TE block,MsrA act,MsrA inh,CSN inh,PABP1 MLLE inh,Rpn11 inh,Rin1-Abl PPI inh
CCCCn1c(N)c(N(CCOC)C(=O)CSCc2ccc(Cl)c(Cl)c2)c(=O)[nH]c1=O,-1,-1,4,-1,-0.6,0,12,i,1
COc1ccc(Cl)cc1NC(=O)CNc1ccccc1N1CCOCC1,1,-6,-6,-1,1.6,-3,-11,i,2
Cc1occc1C(=O)NCCc1cccc(Cl)c1,-1,-1,-2,-3,-0.1,1,-1,i,-2
O=C(c1cc(COc2ccc(F)cc2Cl)on1)N1CCSCC1,0,-13,7,-4,-0.7,-3,-3,i,4
Cc1ccc(CN2CCN(Cc3cnn(-c4ccc(F)cc4)c3)CC2CCO)o1 (configuration not stated),6,-5,-11,-3,-0.1,2,-5,i,3
Fc1cccc(Nc2ncnc3c2cnn3-c2ccccc2)c1,-6,2,14,-6,0.8,5,17,i,-3
O=C(O)c1cccc(OS(=O)(=O)c2cc(Br)ccc2Br)c1,-3,3,-4,-2,1.5,1,2,i,0
O=C(c1ccc(S(=O)(=O)Nc2ccccc2F)cc1)N1CCC1,-1,-6,-4,-5,-0.2,-2,1,i,-2
Nc1ccn(-c2ncc(C(F)(F)F)cc2Cl)c(=O)n1,-7,-19,-6,-4,-1.1,-1,-58,i,-2
COc1ccc(S(=O)(=O)N2CCC(NC(=O)OCc3c(Cl)cccc3Cl)CC2)cc1,2,-1,18,-3,0.0,-2,3,i,1
O=C(CN1C(=O)c2cccnc2Oc2ccc(Cl)cc21)NC1CCCCC1,-3,7,23,-9,-0.6,-1,-9,i,-2
O=C(Cn1nc(C(F)(F)F)cc1C1CC1)Nc1ccccc1F,3,4,-6,-3,-0.6,-5,-9,i,-1
O=C(O)c1cc(S(=O)(=O)N2CCN(C(c3ccccc3)c3ccccc3)CC2)ccc1Cl,-7,-13,-4,-3,-0.5,5,9,i,3
O=C(O)c1cn(-c2ccc(N3CCCC3)c(F)c2)c2c(F)c(F)c(F)cc2c1=O,-8,-8,-20,-3,0.3,7,-3,i,-59

# Screening data from PubChem.
